Screening results: PubChem, several laboratories
LMPTP block: LMPTP (human) inhibition | 360,000 compounds, 0.22% hits | recombinant LMPTP-A, OMFP fluorogenic substrate, fluorescence intensity | inhibition, % at 20 µM | P24666;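 active = compounds that cut the enzyme signal by at least half of the control window in the single-dose screen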;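 note: plate controls were DMSO wells with enzyme plus substrate for no effect and substrate without enzyme for full effect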
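Test system – LMPTP-A phosphatase enzyme · Quantity – 0.625 nM LMPTP-A final · Reagent – OMFP substrate, 400 µM final · Dosing – one test concentration per compound, 20 µM, with 3% DMSO overall · Timing – 50 min enzyme reaction at room temperature, protected from light · Detection – fluorescence intensity · Controls – substrate-only low control, DMSO enzyme-plus-substrate high control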
Scp-1 inhibitor: blocks human Scp-1 phosphatase activity; Recombinant Scp1, phosphopeptide, malachite green phosphate absorbance; inhibition, % at 20 µM; 340,000 compounds, 0.88% hits;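 active = inhibition above about 50% at 20 µM, limit read from the data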;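 note: plate controls were DMSO wells with enzyme for no effect and wells lacking enzyme for full effect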
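Test system – truncated SCP-1 phosphatase (76-261aa) · Reagent – Phosphorylated 17-residue peptide substrate · Incubation – 45 min room-temperature reaction, 5 min colour, 30 min stabiliser · Detection – colorimetric phosphate reagent with accelerator and stabiliser, absorbance at 630 nm · Measure – % inhibition at 20 µM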
eLon inh: inhibitors of E. coli Lon protease; P0A9M0; AID 602123; purified E. coli Lon protease, fluorescence polarization; 360,000 compounds, 0.42% hits; inhibition, % at 7.94 µM; in the data active = inhibition above about 13%, passing the limit was not always enough;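 note: 0% = enzyme with probe and DMSO and 100% = no enzyme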
STEP block: inhibitors of human striatal-enriched phosphatase STEP. P54829. recombinant STEP, OMFP fluorogenic substrate, fluorescence. inhibition, % at 20 µM. 360,000 compounds, 0.25% hits;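 active = inhibition at 20 µM, scaled per plate between control wells, above about 37%, limit read from the data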;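 note: 0% = DMSO with enzyme and substrate and 100% = substrate only without enzyme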
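System: STEP (striatal-enriched tyrosine phosphatase) enzyme, cell-free; medium: Bis-Tris pH 6.0 buffer with DTT, detergent; dosing: 20 µM, 1% DMSO; times: reaction 20 min, ambient temperature; detection: fluorescence, 480/540 nm; read-out basis: normalized % inhibition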
TbMetRS inhib: blocks T. brucei methionyl-tRNA synthetase activity; purified T. brucei MetRS, ATP depletion, Kinase-Glo luminescence; inhibition, % at 11.9 µM; 360,000 compounds, 0.4% hits; AID 624268;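 active = inhibition above a per-plate cutoff of the control wells' mean inhibition plus 3 SD, cut at about 5.5% in these data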;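 note: 0% = DMSO wells median and 100% = median of wells with control inhibitor compound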
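Assay system: T. brucei methionyl-tRNA synthetase, purified | Medium: HEPES buffer with MgCl2, KCl, DTT, spermine, BSA, pyrophosphatase | Compound: 11.9 µM single point | Incubation: 15 min enzyme-compound preincubation, 2 h reaction, 10 min detection, 25 °C | Measured by: Kinase-Glo luciferase luminescence reporting remaining unconsumed ATP | Measure: % inhibition normalized to control-well medians | Replication: Singlicate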
SUMO1 PPI mod: modulators of human SUMO1-mediated protein-protein interactions | SUMO1 binding to a labelled peptide, TR-FRET, 1 h | inhibition, % at 20 µM | 360,000 compounds, 0.33% hits | AID 602429; in the data active = inhibition above about 37%
bovine MsrA act: bovine methionine sulfoxide reductase A activation; purified bovine MsrA, absorbance read-out; activation, % at 10.6 µM; 360,000 compounds, 0.3% hits; AID 602163; in the data active = activation above about 7.5%;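 note: 0% = vehicle and 100% = reference activator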
MsrA inh: inhibitors of bovine MsrA; purified bovine MsrA, absorbance read-out; 360,000 compounds, 0.75% hits; inhibition, % at 15.5 µM; AID 651718; in the data active = inhibition above about 4.5%;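 note: 0% = vehicle wells with enzyme and 100% = reference inhibitor wells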
DNMT1 inh: blocks human DNA methyltransferase DNMT1 | DNMT1 molecular beacon, Hinp1I cleavage, fluorescence | inhibition (reported as % activation of signal), % at 10 µM | 360,000 compounds, 0.83% hits | AID 588458; in the data active = inhibition above about 50%
Target sequence (P26358 504-1616 limits assumed): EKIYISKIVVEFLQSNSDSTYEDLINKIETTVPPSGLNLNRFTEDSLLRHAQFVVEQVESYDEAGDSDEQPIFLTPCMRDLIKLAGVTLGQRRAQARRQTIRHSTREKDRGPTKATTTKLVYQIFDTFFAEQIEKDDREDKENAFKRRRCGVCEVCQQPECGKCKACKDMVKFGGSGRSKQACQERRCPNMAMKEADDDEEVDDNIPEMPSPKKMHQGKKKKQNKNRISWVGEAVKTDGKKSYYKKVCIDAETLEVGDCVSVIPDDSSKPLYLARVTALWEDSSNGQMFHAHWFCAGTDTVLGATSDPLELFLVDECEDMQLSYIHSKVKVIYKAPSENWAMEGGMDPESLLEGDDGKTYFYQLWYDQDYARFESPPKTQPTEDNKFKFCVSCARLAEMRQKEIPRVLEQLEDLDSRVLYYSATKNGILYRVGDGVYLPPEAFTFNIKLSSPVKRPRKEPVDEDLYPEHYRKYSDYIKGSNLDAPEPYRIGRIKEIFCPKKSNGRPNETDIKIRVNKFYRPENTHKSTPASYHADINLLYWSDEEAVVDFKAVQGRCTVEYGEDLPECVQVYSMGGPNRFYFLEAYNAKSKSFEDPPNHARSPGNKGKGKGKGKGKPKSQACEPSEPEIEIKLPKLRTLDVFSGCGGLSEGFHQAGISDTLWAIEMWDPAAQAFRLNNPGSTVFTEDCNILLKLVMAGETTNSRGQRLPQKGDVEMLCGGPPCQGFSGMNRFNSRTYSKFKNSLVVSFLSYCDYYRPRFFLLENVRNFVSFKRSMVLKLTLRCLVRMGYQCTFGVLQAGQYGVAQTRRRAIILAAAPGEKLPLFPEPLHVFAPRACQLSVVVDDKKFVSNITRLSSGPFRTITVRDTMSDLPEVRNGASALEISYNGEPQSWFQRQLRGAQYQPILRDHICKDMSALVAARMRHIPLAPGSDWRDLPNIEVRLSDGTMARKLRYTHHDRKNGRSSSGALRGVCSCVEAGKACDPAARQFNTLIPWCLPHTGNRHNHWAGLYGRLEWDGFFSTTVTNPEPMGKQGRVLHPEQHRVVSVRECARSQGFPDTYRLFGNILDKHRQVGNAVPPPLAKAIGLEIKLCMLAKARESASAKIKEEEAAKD
NRP1-CendR mod: modulators of CendR peptide binding to human neuropilin-1 | 360,000 compounds, 0.85% hits | inhibition, % at 25 µM | AID 602438 | FAM-RPARPAR peptide binding to NRP-1, fluorescence polarization | O14786;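 active = inhibition or corrected inhibition above about 18%, plus a signal ratio from 0.5 to 1.5, limit read from the data, passing the limit was not always enough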; note: strong numbers were not always called active
Active calls of the source: *; / = not tested or not shown.

Order of results – NRP1-CendR mod | LMPTP block | DNMT1 inh | STEP block | MsrA inh | eLon inh | bovine MsrA act | TbMetRS inhib | SUMO1 PPI mod | Scp-1 inhibitor
> O=C(Nc1ccc(Br)cn1)c1ccc(Cl)s1
 : 13 | -0.2 | 7 | -2 | -1.4 | 10 | -3 | -0.3 | -3 | -6
> C#CCn1c(=NC(=O)c2cc(-c3cccs3)nc3ccccc23)sc2cc(S(N)(=O)=O)ccc21
 : -28 | 2.8 | -3 | -1 | -0.3 | -13 | -8 | -1.2 | 2 | 16
> COc1ccc(-c2sc3ccc(OC)cc3c2-c2ccc(OCCN3CCOCC3)cc2)cc1
 : 4 | 2.2 | -14 | 0 | / | -5 | -5 | -2.7 | -3 | 7
> COc1cccc(N2C(=O)C3CCCN3C2c2cccs2)c1 (centres undefined)
 : -7 | -0.3 | -10 | -2 | -0.2 | 2 | -2 | -0.1 | 3 | -4
> CN(CC(=O)Nc1cccc(F)c1)C(=O)c1ccc(-c2cccc(C(F)(F)F)c2)o1
 : 0 | 2.8 | 0 | -1 | -1.3 | 6 | -1 | -0.2 | -9 | -12
> CCOc1ccc(C(=O)OCC(=O)NC2CCCCCCC2)cc1
 : 4 | 0.2 | -2 | -1 | -1.0 | 7 | 0 | -0.1 | 1 | 0
> O=C1CCC(C(=O)O)N1 (centres undefined)
 : -22 | -1.7 | 4 | 0 | -1.2 | -2 | -1 | 1.2 | -3 | 1
> Cc1ccc(NC(=O)C2CC(=O)N/C(=N/NC(=O)c3ccc(C)cc3)S2)cc1 (centres undefined)
 : 19 | -0.3 | 1 | 2 | 0.1 | 6 | -2 | -0.3 | 1 | -18
> CCNC(=O)NC(=O)CN(C)c1ccccc1
 : -10 | -1.3 | -8 | 1 | 0.9 | 12 | -5 | -0.8 | 4 | 1
> COc1ccc(-c2noc(CNC(=O)c3ccoc3C)n2)cc1
 : 8 | -0.6 | 0 | -2 | -0.4 | 2 | -4 | -0.8 | -1 | -6
> O=C(CSc1nc(-c2ccccc2)cc(=O)[nH]1)Nc1ccc(F)c(F)c1
 : -10 | -1.0 | 1 | 3 | 1.8 | -13 | -2 | 0.4 | 0 | 1
> CCCCNC(=O)C(NC(=O)c1cccc(C(F)(F)F)c1)C(=O)c1ccccc1 (centres undefined)
 : -4 | -2.0 | 13 | -3 | 1.9 | -10 | -2 | -0.1 | 13 | /
> COc1ccccc1OCC(=O)NCc1ccco1
 : -4 | 0.2 | -1 | -2 | -0.3 | -3 | 2 | -0.5 | -1 | 13
> Cc1cc(C)cc(NC(=S)N2CCN(c3ccc(F)cc3)CC2)c1
 : 3 | -0.8 | 1 | 2 | 0.4 | 4 | -2 | -0.1 | 1 | -7
> Cc1ccc(C)c(NC(=S)N2CCN(CCO)CC2)c1
 : -1 | -3.1 | -2 | 0 | -0.8 | 6 | -2 | -0.3 | -2 | -10
> Cc1cc(C)cc(Nc2c(F)c(F)c(F)c(F)c2C(=O)O)c1
 : -16 | 5.1 | 6 | 3 | -1.6 | 4 | -13 | -1.9 | 0 | -4
> Cc1ccc(CC(=O)Nc2ccc(S(=O)(=O)Nc3ncccn3)cc2)cc1
 : -3 | -1.1 | 3 | -3 | -0.4 | 7 | -3 | 0.4 | 7 | -6
> COc1ccc(CNC(=O)c2ccc(-c3cnn(C)c3)c3ccoc23)cc1OC
 : 0 | 0.3 | 2 | 10 | 0.8 | -8 | -1 | -0.1 | 3 | /
> O=C(N/N=C/c1ccc2c(c1)OCO2)c1ccc(Cl)cc1Cl
 : 7 | 1.3 | -2 | -1 | 3.5 | 9 | -5 | -0.4 | -15 | -4
> CCc1c(C)nc2c(C)cccc2c1SCCC#N
 : 2 | -0.4 | -3 | -1 | 0.2 | -2 | -3 | -0.2 | 1 | -1
> C/C(CC(=O)Nc1ccc2c(c1)OCCO2)=N\NC(=O)COc1ccc(C)cc1Br
 : 0 | 3.5 | -2 | -1 | -0.7 | -7 | -4 | 0.2 | -3 | 1
> COC(=O)c1[nH]c(C)c(/C(O)=C2\C(=O)C(=O)N(CCN3CCOCC3)C2c2ccccc2OC)c1C (centres undefined)
 : 1 | -0.4 | -2 | 6 | 2.0 | -5 | -5 | 0.4 | 3 | -2
> COc1ccc2c(c1)c(=O)oc1c(C)c(OCC(=O)N3CCc4ccccc4C3)ccc12
 : -3 | 1.4 | 32 | -2 | 0.4 | -4 | -4 | -0.3 | 2 | -3
> S=C(NCCCn1ccnc1)Nc1cccc(Cl)c1
 : 6 | -5.6 | 8 | 4 | -1.1 | -6 | -8 | 0.7 | 0 | -9
> C#CCN1C=CC(=O)[C@@H](OC(=O)NCCC)[C@H]1c1ccccc1Br
 : 3 | -0.7 | 7 | -2 | 2.3 | -10 | -6 | 0.1 | 6 | -4
> Cc1cnc2ccc(F)cc2c1
 : 4 | -0.8 | 0 | -1 | 0.9 | 1 | -1 | -0.4 | 0 | /
> COc1ccc(Br)cc1S(=O)(=O)Nc1cccc(C)n1
 : -11 | -1.9 | 1 | -4 | 0.9 | 3 | -4 | 0.2 | -2 | -5
> O=C(COC(=O)CC1CC2CCC1C2)Nc1ccc(F)cc1Cl (centres undefined)
 : -4 | 0.5 | 6 | 1 | -0.1 | 1 | -1 | 0.5 | 5 | -6
> COc1ccc(Cl)cc1C(=O)Nc1ccc(OCC(=O)N2CCOCC2)cc1
 : -3 | 0.1 | 4 | -2 | -0.1 | 3 | -11 | -0.4 | 3 | -1
> CCOc1cc(S(=O)(=O)n2c(C)nc3ccccc32)ccc1F
 : -6 | -0.9 | 4 | 0 | -0.6 | -4 | -3 | 0.2 | -3 | -9
> CN(Cc1c(C(=O)N/N=C/c2ccc(F)cc2)nnn1-c1nonc1N)C1CCCCC1
 : 4 | -0.3 | 2 | -1 | -0.4 | -4 | -9 | -0.9 | 5 | -2
> O=C1c2ccccc2C(c2nnnn2-c2ccc3ccccc3c2)N1C1CC1 (centres undefined)
 : -7 | -0.1 | / | / | -0.3 | -2 | -2 | -0.6 | 0 | /
> COc1ccc(Nc2ncnc3sc(-c4ccccc4)cc23)c(OC)c1
 : 3 | 4.4 | -3 | 2 | 3.5 | 1 | -4 | 0.0 | -1 | -8
> COc1ccc(CNCCC(c2ccc(OC)cc2)c2ccccc2OC)cc1 (centres undefined)
 : 4 | 1.5 | -1 | 2 | 2.2 | 1 | -1 | 0.3 | -6 | 1
> C[C@H](NC(=O)[C@@H]1CCC(=O)N1Cc1ccco1)c1ccccc1
 : 13 | -1.4 | 8 | -1 | 0.3 | 3 | -2 | -0.2 | 0 | -1
> Cc1ccc(C)c(S(=O)(=O)c2c(C)cc(C)nc2Cl)c1
 : -12 | 0.8 | 2 | -4 | 0.4 | 1 | -5 | -1.0 | -1 | -5
> COC(=O)c1cc(NC(=O)CN2CCC(C(N)=O)(N3CCCCC3)CC2)cc(C(=O)OC)c1
 : 20* | -0.7 | 6 | -1 | 0.1 | -6 | -2 | -0.4 | 0 | -7
> CC1CN(Cc2cc(=O)oc3cc(O)c(Cl)cc23)CC(C)O1 (centres undefined)
 : 12 | -18 | 6 | -1 | 0.8 | 5 | -3 | 0.7 | -14 | -2
> CCCn1nc(NC(=O)CC)c2cc3cccc(C)c3nc21
 : 4 | 0.1 | -1 | 0 | 0.6 | 4 | -8 | -1.2 | -13 | -4
> CSc1ccc(CN(C)C(=O)c2ccc(S(=O)(=O)Nc3ccccc3)cc2)cc1
 : -2 | 0.9 | -1 | -2 | -0.5 | -6 | -12 | -0.6 | 4 | -3
> COC(=O)C1=C(C)Nc2nc3ccccc3n2C1c1ccccc1F (centres undefined)
 : 10 | 1.3 | 1 | 0 | -0.2 | 4 | -1 | 0.6 | -3 | -10
> CC1(C)Cc2c(sc3c2c(=N)n(Cc2ccco2)c(=O)n3Cc2ccc(F)cc2)CO1
 : -14 | -0.5 | -7 | -1 | 0.1 | -12 | -2 | 0.6 | -3 | 5
> CCCOc1ccc(/C=N/Nc2ccccc2[N+](=O)[O-])c(O)c1
 : 2 | 4.4 | 18 | 4 | -0.3 | -5 | -4 | 0.1 | -16 | -7
> C=CC[C@@H](CC(=O)N(CCO)Cc1ccccc1)C(=O)NCCOC(=O)[C@H](CC=C)CC(=O)OC(C)(C)C
 : 19 | -0.5 | 3 | 1 | -0.1 | -13 | 2 | -0.3 | -2 | -8
> CC(C)NCC(O)COc1ccc2c(c1)CCC2 (centres undefined)
 : -7 | -0.9 | 1 | -5 | 0.0 | 4 | -3 | -0.9 | 1 | -7
> CCOc1ccc(S(=O)(=O)N(CC(=O)N/N=C/c2ccc(-c3ccc([N+](=O)[O-])cc3)o2)c2ccccc2)cc1
 : -28 | 19 | 100* | 6 | 2.3 | -28 | -4 | -0.2 | 1 | 49
> NC(Cc1c[nH]c2ccccc12)C(=O)Nc1ccccc1 (centres undefined)
 : 5 | -0.3 | -5 | 4 | 0.2 | -4 | 2 | -1.5 | 5 | -1
> CCOC(=O)c1sc2nc(C)nc(NCCc3ccccn3)c2c1C
 : 0 | 2.0 | 0 | 1 | 0.7 | 4 | -1 | -0.8 | 2 | -3
> CCN1CCN(c2nc3c(c(=O)[nH]c(=O)n3C)n2CCSc2nc3ccccc3s2)CC1
 : -6 | -1.3 | 1 | -1 | -0.6 | -14 | -3 | -0.2 | -2 | -5
> COc1ccc(CCNC(=O)C2CCN(C(=O)c3ccc(Cl)cc3)CC2)cc1OC
 : 3 | -0.5 | 0 | 0 | 1.1 | 3 | -1 | 0.1 | -3 | -4
> Fc1ccc(-n2ncc3c(SCc4cccnc4)ncnc32)cc1
 : -10 | 3.1 | -1 | 5 | 0.4 | -12 | -3 | -0.5 | 0 | -14
> CC(C)(C)C(=O)NC(=S)Nc1ccccc1C(=O)NC1CCCCC1
 : 9 | -2.3 | 0 | -1 | -1.3 | -10 | -2 | -0.5 | 1 | -4

Reprinted at random: three entries already listed
Order of results – NRP1-CendR mod | LMPTP block | DNMT1 inh | STEP block | MsrA inh | eLon inh | bovine MsrA act | TbMetRS inhib | SUMO1 PPI mod | Scp-1 inhibitor
> Cc1cc(C)cc(Nc2c(F)c(F)c(F)c(F)c2C(=O)O)c1
 : -16 | 5.1 | 6 | 3 | -1.6 | 4 | -13 | -1.9 | 0 | -4
> COc1ccc(CNCCC(c2ccc(OC)cc2)c2ccccc2OC)cc1 (centres undefined)
 : 4 | 1.5 | -1 | 2 | 2.2 | 1 | -1 | 0.3 | -6 | 1
> CCOc1cc(S(=O)(=O)n2c(C)nc3ccccc32)ccc1F
 : -6 | -0.9 | 4 | 0 | -0.6 | -4 | -3 | 0.2 | -3 | -9
